SF1 activator: activates the human nuclear receptor SF-1; hit rate 1.9% among 65,000; Q13285; activation, % at 10 µM; CHO-K1 Gal4-SF-1 LBD luciferase reporter; % increase over DMSO SF-1-specific signal; AID 522;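 active = activation above the mean activation of all tested compounds plus 3 SD, cut at about 50% in these data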
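Test system: CHO-K1 cells with Gal4–hSF-1 LBD chimera plus Gal4-driven luciferase; Input: 4,000 cells/well; Compound: 10 µM only; Times: 20 h compound treatment, 37 °C; Measured by: steady-glow luciferase luminescence, read after 15 min reagent incubation; Measure: percent activation versus DMSO; Control set: DMSO and mock-transfected background; Replicates: one test per compound.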
tolC growth inh: blocks growth of E. coli BW25113 tolC mutant; OD615; growth inhibition, % at 10 µM (by protocol); hit rate 2.2% among 65,000;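 active = growth inhibition at or above a cutoff equal to the mean over every tested compound plus 3 SD, cut at about 60% in these data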;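 note: growth measured after 20 h incubation at 37 °C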
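signal = optical density read at 615 nm | test system = E. coli ΔtolC::kan strain BW25113 | timing = 20 h compound exposure of bacteria at 37 °C | buffer or medium = LB medium plus 50 µg/mL kanamycin | compound dosing = 10 µM final, single dose | evaluation = % inhibition of E. coli growth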
S1P1 ag-PAM: activates or potentiates agonism at human S1P1 receptor | P21453 | S1P1 CRE-bla cells, forskolin, beta-lactamase FRET, potentiator mode; S1P1 agonist co-added at EC20, 2 nM; 100% = saturating reference agonist, 0% = basal | activation, % at 9.5 µM | hit rate 0.57% among 56,000;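 active = activation above a cutoff set at the mean activation of all tested compounds plus 3 SD, cut at about 54% in these data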;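 note: forskolin at 4 µM as EC80 and the EC20 agonist is SEW2871; 100% = SEW2871 at its EC100 plus forskolin at EC80; some compounds past the cut are filed as inactive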
Target sequence (P21453 whole entry, looked up): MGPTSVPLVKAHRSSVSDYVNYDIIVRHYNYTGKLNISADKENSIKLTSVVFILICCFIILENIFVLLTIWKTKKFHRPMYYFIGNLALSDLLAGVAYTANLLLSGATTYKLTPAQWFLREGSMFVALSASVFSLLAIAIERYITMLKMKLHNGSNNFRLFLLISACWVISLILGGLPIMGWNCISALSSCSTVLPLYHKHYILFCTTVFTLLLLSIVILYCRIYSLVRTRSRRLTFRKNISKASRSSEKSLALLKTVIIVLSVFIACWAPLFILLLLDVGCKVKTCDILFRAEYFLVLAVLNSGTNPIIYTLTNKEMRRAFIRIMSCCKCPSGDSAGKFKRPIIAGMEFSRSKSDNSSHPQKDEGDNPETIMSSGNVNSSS
AP complement: orthogonal test for alternative complement pathway inhibitors. Human serum alternative complement pathway, LPS-coated ELISA, C3 deposition; tested in compound mixtures. inhibition, % at 5 µM. hit rate 0.08% among 62,000. AID 1235;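 active = inhibition above 30% in each of the two pooled mixtures holding the compound, so the lower value exceeds 30%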;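 note: 0% = serum in Mg-EGTA without compound and 100% = EDTA serum blank; some compounds past the cut are filed as inactive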
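Assay system: human serum alternative complement pathway, C3 deposition on LPS-coated wells; Dosing: 5 µM per compound in ten-compound mixtures; Detection: Anti-C3 ELISA, OD 450 nm; Buffer or medium: Mg2+-EGTA GVB++ buffer containing human serum at 1:15 dilution; Timing: 1 h at 37 °C; Replication: two different pools per compound.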
5-HT1A blocker: 5-HT1a (human) receptor antagonism | inhibition, % at 10 µM | CHO 5-HT1a Ga15 NFAT-bla reporter, antagonist mode | P08908 | AID 612 | hit rate 0.68% among 62,000;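 active = inhibition above the mean of all tested compounds plus 3 SD, cut at about 43% in these data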;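 note: receptor stimulated by 5-CT agonist at 100 nM near EC80; beta-lactamase reporter measured by ratiometric fluorescence of a cleavable substrate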
5HT1E ag: activates the human 5-HT1E serotonin receptor; CHO 5-HT1E Ga15 NFAT-bla reporter, FRET; 0% DMSO wells, 100% control agonist wells; activation, % at 6 µM; hit rate 0.69% among 65,000;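 active = activation above a set limit, the screen-wide mean activation plus 3 SD, cut at about 8.5% in these data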;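 note: 100% = positive control agonist at 1 µM giving full maximal response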
5HT1E antag: 5-HT1E (human) receptor antagonism; P28566; CHO 5-HT1E Ga15 NFAT-bla reporter, FRET, antagonist; inhibition, % at 6 µM; hit rate 0.99% among 65,000;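 active = inhibition above a set limit, the mean inhibition across every tested compound plus 3 SD, cut at about 29% in these data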;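 note: signal is the 460 over 535 nm emission ratio of beta-lactamase substrate; 0% = agonist plus DMSO wells and 100% = wells without agonist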
RORA act: activators of human nuclear receptor RORA | P35398 | CHO-K1 Gal4-RORA LBD luciferase reporter, luminescence; percent increase over mock-subtracted basal signal | activation, % at 10 µM | hit rate 1.5% among 65,000 | AID 560;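 active = activation above the mean of all tested compounds plus 3 SD, cut at about 49% in these data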;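 note: 0% = DMSO-treated RORA cells and 100% = added signal equal to DMSO minus mock-transfected cells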
Target sequence (P35398 whole entry, looked up, the tested form may be a part): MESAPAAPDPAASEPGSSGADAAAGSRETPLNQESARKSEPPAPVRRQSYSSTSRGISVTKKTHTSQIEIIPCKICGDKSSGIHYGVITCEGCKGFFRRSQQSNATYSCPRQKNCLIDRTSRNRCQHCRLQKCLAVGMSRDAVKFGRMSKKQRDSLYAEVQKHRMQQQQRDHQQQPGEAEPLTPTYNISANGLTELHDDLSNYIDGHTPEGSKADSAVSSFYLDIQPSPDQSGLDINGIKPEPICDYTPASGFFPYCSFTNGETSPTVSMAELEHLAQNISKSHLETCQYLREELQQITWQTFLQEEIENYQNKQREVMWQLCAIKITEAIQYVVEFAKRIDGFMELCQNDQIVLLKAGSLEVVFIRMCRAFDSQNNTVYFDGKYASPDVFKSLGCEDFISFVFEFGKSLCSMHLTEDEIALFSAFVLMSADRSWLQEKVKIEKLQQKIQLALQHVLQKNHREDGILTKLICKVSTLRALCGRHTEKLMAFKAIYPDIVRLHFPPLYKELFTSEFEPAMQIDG
S1P3 ag: activates the human S1P3 receptor; Q99500; S1P3 NFAT-BLA reporter cells, agonism, FRET ratio; relative to 1 µM S1P, basal subtracted; activation, % at 4.5 µM; hit rate 0.1% among 60,000; AID 373;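 active = activation above the screen-wide mean plus 3 SD, cut at about 4.5% in these data, passing the limit was not always enough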; note: some compounds called inactive have numbers as strong as hits
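Material: Human S1P3 NFAT-BLA reporter CHO cells | Incubation: Overnight plating, 4 h compound 37 °C, 2 h substrate RT | Signal: FRET β-lactamase substrate fluorescence, excitation 405 nm, 460/535 nm emission ratio, background-subtracted | Compound: 4.5 µM final, single dose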
* hit, by the source's call; x = no result given.

compound	RORA act	5HT1E ag	tolC growth inh	AP complement	5HT1E antag	S1P1 ag-PAM	SF1 activator	5-HT1A blocker	S1P3 ag
Cc1cc(C(F)F)n2nc(C(=O)Nc3ccc(S(=O)(=O)N4CCCCCC4)cc3)nc2n1	0	0.0	-5	12	-4	22	5	-11	-0.8
COCCNC(=O)C(c1cccs1)N(CCc1ccccc1)C(=O)Cn1nnc2ccccc21 (centres undefined)	-2	0.3	-10	1	-6	11	-7	-2	-0.2
COc1ccc(NC(=O)C2=C(C)Nc3ncnn3C2c2ccccc2C(F)(F)F)c(OC)c1 (centres undefined)	-8	-0.4	-7	-2	3	-7	12	6	-0.9
CC(=O)Nc1ccc(S(=O)(=O)N(C)c2ccccc2)cc1	16	-0.3	3	15	2	-8	5	-5	-0.1
COc1cc(NC(=O)CN(c2cc(C)cc(C)c2)S(=O)(=O)c2c(C)noc2C)cc(OC)c1	-25	0.5	2	20	-7	10	-4	10	-0.6
COc1ccc(OC)c2c1sc(=NC(=O)c1ccco1)n2C	43	-0.1	4	17	19	-23	1	8	-0.1
Cn1c(=O)c2c(nc(SCCCC#N)n2Cc2c(F)cccc2Cl)n(C)c1=O	-1	0.9	15	-8	5	-19	-10	-20	-0.2
COc1cc(C)c(C(C)C)cc1S(=O)(=O)n1cnc(C)c1	80*	0.2	17	14	27	9	15	20	-1.0

Compound profiles (already shown). Screens in order: RORA act, 5HT1E ag, tolC growth inh, AP complement, 5HT1E antag, S1P1 ag-PAM, SF1 activator, 5-HT1A blocker, S1P3 ag
`CC(=O)Nc1ccc(S(=O)(=O)N(C)c2ccccc2)cc1` reads 16, -0.3, 3, 15, 2, -8, 5, -5, -0.1
`COc1cc(NC(=O)CN(c2cc(C)cc(C)c2)S(=O)(=O)c2c(C)noc2C)cc(OC)c1` reads -25, 0.5, 2, 20, -7, 10, -4, 10, -0.6

The list continues.
compound	RORA act	5HT1E ag	tolC growth inh	AP complement	5HT1E antag	S1P1 ag-PAM	SF1 activator	5-HT1A blocker	S1P3 ag
Cc1ccccc1-c1noc(N)c1C#N	-15	0.2	-3	18	7	6	-27	9	-1.2
CCc1ccc(CCC(=O)Nc2ccc(C)cc2C)o1	-20	0.4	-2	19	0	-40	-12	5	-0.5
Cc1cc(C)n(CC2CC(=O)N(c3ccc(C)c(Cl)c3)C2=O)n1 (centres undefined)	11	-0.7	6	6	3	1	8	x	-1.4
O=C(NCC1COc2ccccc2O1)c1ccccc1 (centres undefined)	70*	0.3	-6	14	-1	6	52*	4	0.0
CN(C1CCCCC1)S(=O)(=O)c1ccc(S(=O)(=O)N2CCN(CCC#N)CC2)cc1	-16	0.5	-3	16	-1	-21	0	-2	-0.3
CN(CCO)C(=O)CCC(=O)Nc1ccc(S(N)(=O)=O)cc1	-7	0.7	-11	1	-12	-18	0	5	-1.4
COc1ccc(CN2CCCCC2C)c(C)c1C (centres undefined)	-28	0.6	-15	23	2	-13	-10	-2	-1.8
O=S(=O)(CCN(CCS(=O)(=O)C(F)(F)F)CC1CCCO1)C(F)(F)F (centres undefined)	-16	-0.9	6	15	11	12	-7	16	-0.7
CCCCCCNC(=O)Cc1c(O)c2ccccc2[nH]c1=O	0	-0.2	17	9	-4	5	-6	4	0.2
Cc1ccc2oc3c(c(=O)c2c1)C(c1cccc(O)c1)N(c1ccccn1)C3=O (centres undefined)	-7	1.1	10	16	-5	-24	-17	-1	0.0
COc1ccc(-c2noc(-c3ccccc3C(=O)Nc3cccc(OC)c3)n2)cc1	-15	-0.8	37	8	-7	14	9	37	-0.8
COC(=O)c1ccc(CN(C)S(=O)(=O)c2ccc(C)cc2)o1	-29	-0.1	11	6	4	17	-13	0	-1.3
CCOc1ccc(N(CC(=O)Nc2cccc(Cl)c2)S(=O)(=O)c2c(C)noc2C)cc1	12	1.3	73*	7	7	44	-20	20	-1.3
COc1ccc(C2C(C(=O)NCCN3CCOCC3)c3ccccc3C(=O)N2C2CCCCC2)cc1 (centres undefined)	-20	0.6	-2	1	-1	-24	2	0	-1.6
Cc1ccc(C)c(NS(=O)(=O)c2ccc(OCC(=O)N3CCOCC3)cc2)c1	-13	0.4	-2	17	0	1	3	4	-0.4
COc1ccc2cc(CN(CCc3ccccc3)Cc3nnnn3CC3CCCO3)c(=O)[nH]c2c1 (centres undefined)	4	0.4	25	2	-1	20	-8	-1	-1.2
CC(C)NS(=O)(=O)c1ccc(OCC(=O)Nc2ccccc2F)cc1	-10	-1.4	-4	-10	14	-5	-3	-7	-0.3
Cc1ccc(OCCN2C(=O)CSC2=O)cc1	27	0.5	-19	2	5	-5	-7	0	0.1
CCN(CC)c1ccc(NC(=O)c2cncc(Br)c2)cc1	38	-0.1	5	16	4	45	42	16	0.0
O=C(Cn1cnc2c(cnn2-c2ccccc2)c1=O)NC1CCCC1	8	-0.1	-6	13	7	1	8	7	-1.6
O=C(Cc1c(C(=O)O)[nH]c2ccccc12)Nc1ccc2c(c1)OCO2	-2	-0.7	10	3	7	x	2	-4	x
CCCC(c1nnnn1C1CCCCC1)N1CCN(c2ncccn2)CC1 (centres undefined)	-15	-0.1	3	4	2	0	-12	8	-1.1
CC1CCCN(c2ccc(C(=O)NCc3cccs3)cn2)C1 (centres undefined)	56*	-1.4	13	-8	5	-3	70*	6	-1.0
Cc1cc(C(=O)OCC(=O)Nc2cc(C)on2)c2ccccc2n1	6	-1.2	-8	-1	9	-15	0	-7	-0.7
Nn1c(SCC(=O)Nc2cccc(F)c2)nnc1C1CCCCC1	-8	0.8	-9	11	-8	-17	-1	3	-0.1
C=CCOc1ccc2c(c1)c(S(=O)(=O)c1ccc(C)cc1)cn2COC	-18	0.7	41	15	1	-19	-22	-7	-0.7
CC1CCN(CCNC(=O)c2ccc(NC(=O)C3CCCO3)cc2)CC1 (centres undefined)	-1	-0.8	2	-1	1	x	-8	-1	x
Cc1ccc2oc(NC(=O)N3CCOCC3)cc(=O)c2c1	6	0.6	-11	0	6	x	12	-78	x
CC1(C)Cc2c(C#N)c(NCCN3CCOCC3)nc(-c3ccco3)c2CO1	-2	-0.8	6	x	1	-8	1	x	-1.1
CCOc1ccc(S(=O)(=O)N(C)C)cc1-c1nc2c(C(C)(C)C)nn(C)c2c(=O)[nH]1	-5	0.0	7	-2	11	-10	-22	x	2.4
CN1CCN(S(=O)(=O)c2ccc(NC(=O)c3cccc(S(=O)(=O)N4CCCC4)c3)cc2)CC1	2	-0.6	6	18	23	-7	0	-7	-0.8
COc1ccc(C)cc1-n1nnnc1SCn1nnc2ccccc2c1=O	-37	-0.4	2	-3	7	39	-41	3	-1.6
Cc1ncsc1CCOC(=O)c1cccnc1	-5	0.2	-4	23	-9	x	-6	3	x
Cn1c(C(C#N)C(=O)c2ccco2)nc2ccccc21 (centres undefined)	67*	0.8	-6	1	2	-15	59*	10	0.4
CC1=C(C(=O)OCC2CCCO2)C(c2ccccc2OC(C)C)C2=C(CC(c3ccco3)CC2=O)N1 (centres undefined)	-3	-1.2	5	-1	9	-4	7	9	-0.2
N/C(CCCN1CCCCC1)=N/O	-18	-1.1	16	x	-6	9	-6	x	-5.1
Cc1cc(C)c2cc(C(c3nnnn3C3CCCC3)N3CCOCC3)c(=O)[nH]c2c1 (centres undefined)	-11	-0.2	x	17	4	-1	-9	7	-0.6
O=C(c1cnsn1)N1CCN(c2ccccc2)CC1	-2	-0.5	-7	14	-2	x	-4	8	-0.9
Cc1cccc(-c2c3c(=O)n(C)c(=O)n(C)c3c3c(C)cc(C)nn23)c1	3	0.6	7	2	-2	-8	3	-7	-0.1
O=C(NCc1ccccn1)C1CCN(S(=O)(=O)N2CCCCC2)CC1	4	-0.1	-1	1	-2	-3	-4	2	-1.5
Cc1ccc(-c2csc3n[nH]c(=S)n23)cc1	-25	0.5	0	7	-4	-9	0	6	-0.8
Cc1nc(CSc2nc3[nH]ncc3c(=O)n2-c2ccccc2)cs1	15	-1.5	8	14	21	x	20	-5	-0.2
CCCS(=O)(=O)N1CCC(C(=O)N2CCN(C(=O)OCC)CC2)CC1	-8	-0.4	-31	10	-12	-44	18	-6	-0.7
COc1cc(-n2c(C)nc3cc(C(=O)N4CCOCC4)ccc32)cc(OC)c1OC	-20	0.5	-13	x	20	-39	5	-1	0.7
O=C(c1ccc(-n2cnnn2)cc1)N1CCOCC1	-3	-1.0	8	x	6	6	7	x	-1.5
CC1CCN(C(=O)CSc2nc3c(cnn3-c3ccc(Cl)cc3)c(=O)[nH]2)CC1	2	1.1	16	12	-5	-4	6	-16	-0.4
CCOC(=O)C1CCN(S(=O)(=O)c2cccc3nonc23)CC1	-5	0.3	-4	4	1	x	6	11	x
O=C(c1cc2c(=O)n3ccccc3nc2s1)N1CCOCC1	24	0.3	-17	12	4	-16	60*	-8	0.4
O=C(CSc1nnc2scc(-c3ccc(F)cc3)n12)NCc1ccco1	4	0.0	10	-12	11	6	-9	-1	0.2
C=C(C)Cn1c(CCCNC(=O)C(C)(C)C)nc2ccccc21	-5	-0.5	-3	13	-1	x	-6	8	x
Cn1cnnc1SCC(=O)N1CCC(Cc2ccccc2)CC1	-4	0.1	6	21	6	-5	0	4	1.0
COc1ccc(S(=O)(=O)N2C3CCC2CC(NC(=O)C2CC2)C3)cc1 (centres undefined)	-8	-0.7	-24	-6	-11	-5	1	-9	0.8
CCN1CCc2c(C#N)c(N3CCCCC3)nc(NCc3ccccc3)c2C1	15	-1.0	30	-1	5	-21	-14	x	-5.2
CC1CCN(C(=O)CN(C)S(=O)(=O)c2cccc3nsnc23)CC1	-18	0.8	-6	8	-11	-10	-1	-6	0.1
CC(C)N(Cc1nc(-c2ccc(Cl)cc2)no1)C(=O)CCCN1C(=O)c2ccccc2C1=O	1	2.2	-7	6	-13	10	-13	-17	-0.3
N#Cc1nc(COc2cccc(Cl)c2)oc1NCc1ccncc1	27	-0.2	31	12	7	-11	2	11	-0.2
COC(=O)Cn1c(=O)c2c(nc3n2CC(C)CN3c2ccc(C)c(C)c2)n(C)c1=O (centres undefined)	-8	1.1	-6	5	-6	-22	-14	-15	-0.2
COc1cccc(NC(=O)c2ocnc2C)c1	36	-0.9	-19	2	-3	-8	22	-1	0.1
CCC1(C(=O)O)NC(c2cc(OC)ccc2O)C2C(=O)N(Cc3ccccc3)C(=O)C21 (centres undefined)	-14	0.4	-18	14	-6	-5	-4	18	-1.0

Bioassay records deposited in PubChem BioAssay by several laboratories.
